Assay outcomes deposited in PubChem by The Scripps Research Institute Molecular Screening Center.
UHRF1 MBD2 ctr: UHRF1 methylated DNA binding inhibitors, primary screen, counter-screen for MBD2 inhibitor project, biochemical, TR-FRET, human UHRF1, single concentration. E3 ubiquitin-protein ligase UHRF1 (Homo sapiens), Q96T88. UHRF1 binding to methylated oligo. inhibition, % at 4.4 µM. 370,000 tested, 0.75% active; in the data active = inhibition above about 21%;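 note: UHRF1 SRA domain binding a hemimethylated CpG hairpin DNA probe; 0% = median of test compound wells and 100% = reference inhibitor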
PRMT1 FP inh: PRMT1 methyltransferase inhibitors, primary screen, biochemical, fluorescence polarization; 370,000 tested, 1.3% active; recombinant PRMT1, activity-based probe fluorescence polarization; AID 652257, 2013; inhibition, % at 2.79 µM; Protein arginine N-methyltransferase 1 (Homo sapiens), Q99873;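 active = inhibition above about 21% made by adding two undisclosed values, limit read from the data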
TDP2 absorb: human TDP2 enzyme inhibitors, primary screen, biochemical, epi absorbance, recombinant enzyme; T5PNP hydrolysis, p-nitrophenol absorbance 415 nm; inhibition, % at 12.8 µM; 370,000 tested, 0.34% active; AID 720702, 2013;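 active = inhibition above the mean of all tested compounds plus 3 SD, set per campaign, cut at about 25% in these data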;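 note: 0% = DMSO with enzyme and 100% = buffer with substrate but no TDP2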
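System: recombinant human TDP2 / Amount: 120 nM TDP2 per well / Also added: 5 mM T5PNP chromogenic substrate / Doses: 12.8 µM single point, 1% DMSO / Incubation: 2 h at 37 °C / Detection: p-Nitrophenol epi absorbance / Evaluation: % inhibition relative to enzyme-containing and enzyme-free wells / Repeats: singlicate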
LEDGF integ inh: blockers of LEDGF/p75-dependent integrase strand transfer – biochemical, TR-FRET, high throughput, primary screen; HIV-1 integrase (with human LEDGF/p75); TR-FRET IN-LEDGF/p75 DNA integration, Eu/Cy5; inhibition, % at 3.7 µM; 370,000 tested, 0.64% active; AID 743269, 2014;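 active = inhibition above the screen-wide mean plus 3 SD, cut at about 13% in these data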;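 note: signal is the Cy5 over europium emission ratio at 671 and 618 nm; 0% = plate median of compound wells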
PG9 Ab binder: binders of HIV-1 gp120 antibody PG9, primary screen, biochemical, TR-FRET | HIV-1 gp120 / PG9 antibody interaction | TR-FRET gp120-PG9 antibody binding | inhibition, % at 6.7 µM | 360,000 tested, 0.43% active | AID 624416, 2012; in the data active = inhibition above about 8.5%
HTRA1 inh: HTRA1 serine protease inhibitors, primary screen, biochemical, fluorescence polarization, HTS | Q92743 | recombinant HTRA1, FP-rhodamine activity-based probe | inhibition, % at 5.96 µM | 340,000 tested, 0.5% active | AID 504803, 2011; in the data active = inhibition above about 36%;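 note: 0% = enzyme with DMSO and 100% = wells lacking enzyme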
DDE Tn7 FP inh: inhibitors of Tn7 peptide binding to fibrin DD(E), primary screen, biochemical, fluorescence polarization, human fibrin, Tn7 probe; FP displacement of FITC-Tn7 peptide from fibrin DD(E); 0% = median of compound wells per plate; Fibrinogen beta chain (Homo sapiens), P02675; inhibition, % at 8.3 µM; 370,000 tested, 0.13% active;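 active = inhibition above the mean of compounds falling within the control limits plus 3 SD of them, cut at about 14% in these data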;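 note: 0% = plate median of compound wells and 100% = 10 µM Aha-Tn7 peptide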
Target sequence (P02675 whole entry, looked up): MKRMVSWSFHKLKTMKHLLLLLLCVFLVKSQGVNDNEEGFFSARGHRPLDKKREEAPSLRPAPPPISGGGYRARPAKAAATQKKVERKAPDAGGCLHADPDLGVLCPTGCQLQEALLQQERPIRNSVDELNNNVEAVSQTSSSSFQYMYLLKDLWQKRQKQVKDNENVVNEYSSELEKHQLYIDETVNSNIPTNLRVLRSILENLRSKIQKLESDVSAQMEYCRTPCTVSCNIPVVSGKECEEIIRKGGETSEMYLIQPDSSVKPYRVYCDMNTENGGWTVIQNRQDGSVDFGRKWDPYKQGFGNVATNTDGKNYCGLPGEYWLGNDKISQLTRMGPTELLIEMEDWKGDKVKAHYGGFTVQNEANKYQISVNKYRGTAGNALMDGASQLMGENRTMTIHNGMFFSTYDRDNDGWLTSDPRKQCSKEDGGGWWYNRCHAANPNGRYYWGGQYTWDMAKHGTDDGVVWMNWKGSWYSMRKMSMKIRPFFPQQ
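Assay system: Fibrin-DD(E) protein isolated from polymerized human fibrin clots; read-out basis: percent inhibition; medium: Tris/NaCl/CaCl2 buffer, pH 7.8; signal: FP measurement; incubation: 10 min plus 3 h, room temperature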
TCR CD3 inh: inhibitors of human TCR-CD3 interaction, primary screen, biochemical, fluorescence, TAMRA-labeled TCR probe | 360,000 tested, 0.37% active | inhibition, % at 9.4 µM; in the data active = inhibition above about 19%;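 note: recombinant mutant TCR 2C K166C tagged with TAMRA read by polarization; 0% = receptor in buffer alone and 100% = receptor with positive control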
SIAE primary: human SIAE inhibitors, primary screen, biochemical, fluorescence polarization, FP-Rh probe, 1536-well HTS; SIAE FP-Rh probe binding; 370,000 tested, 0.69% active; inhibition, % at 9.66 µM; AID 1053197, 2014;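 active = inhibition above a cutoff: mean of compounds within the control limits plus 3 SD of those, cut at about 17% in these data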;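 note: 0% = plate median of compound wells and 100% = probe without SIAE protein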
Target sequence (Q9HAT2 whole entry, looked up): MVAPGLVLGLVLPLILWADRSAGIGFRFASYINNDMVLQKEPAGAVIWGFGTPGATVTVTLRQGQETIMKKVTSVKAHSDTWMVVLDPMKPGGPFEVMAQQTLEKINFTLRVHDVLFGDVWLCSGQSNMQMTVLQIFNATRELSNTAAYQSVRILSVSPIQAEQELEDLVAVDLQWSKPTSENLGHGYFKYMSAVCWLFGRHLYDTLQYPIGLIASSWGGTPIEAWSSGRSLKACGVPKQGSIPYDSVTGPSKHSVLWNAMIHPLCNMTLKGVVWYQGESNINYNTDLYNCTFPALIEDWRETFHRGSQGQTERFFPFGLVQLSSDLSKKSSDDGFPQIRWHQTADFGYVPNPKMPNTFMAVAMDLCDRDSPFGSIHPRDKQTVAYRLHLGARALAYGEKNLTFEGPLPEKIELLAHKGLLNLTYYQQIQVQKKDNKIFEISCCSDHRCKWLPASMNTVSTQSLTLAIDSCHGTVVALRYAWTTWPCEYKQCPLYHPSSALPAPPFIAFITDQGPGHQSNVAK
mABHD4 FP: ABHD4 inhibitors, primary screen, biochemical, fluorescence polarization, mouse | inhibition, % at 8.92 µM | purified mABHD4, FP-Rh probe fluorescence polarization | (Lyso)-N-acylphosphatidylethanolamine lipase (Mus musculus), Q8VD66 | 370,000 tested, 0.54% active;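 active = inhibition exceeding the mean over every tested compound plus 3 SD, cut at about 30% in these data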;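 note: 0% = plate median of compound wells and 100% = S159A mutant with DMSO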
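Material: mouse ABHD4 enzyme, wild type; Benchmarks: S159A mutant high control, sample median low control; Buffer or medium: HEPES pH 7.0, NaCl, Pluronic buffer; Signal: fluorescence polarization; Read-out: percent inhibition of probe binding, normalized to plate controls; Timing: pre-incubation 45 min, probe exposure 60 min, at 25 °C; Dosing: 8.92 µM, single dose.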
An asterisk follows results filed as active; nt = not tested or not shown.

SMILES | UHRF1 MBD2 ctr | PRMT1 FP inh | TDP2 absorb | LEDGF integ inh | PG9 Ab binder | HTRA1 inh | DDE Tn7 FP inh | TCR CD3 inh | SIAE primary | mABHD4 FP
Cc1cccc(-c2noc(-c3ccno3)n2)c1 | -2 | -1 | -12 | 0 | -1.5 | 15 | 2 | -2 | 9 | 1
Nc1nc(SCC(=O)Nc2ccc(Br)cc2F)n[nH]1 | -1 | 2 | -3 | 2 | -2.1 | 0 | -2 | 5 | 2 | -8
Cc1ccc(S(=O)(=O)NCCSC(C)(C)C)cc1 | 0 | -3 | -9 | -3 | -1.1 | -1 | 3 | -1 | 5 | -1
Cc1c(NC(=O)C2CCCN(S(=O)(=O)c3ccc(F)cc3)C2)c(=O)n(-c2ccccc2)n1C (centres undefined) | 0 | 6 | -3 | -2 | nt | nt | 7 | nt | -4 | 4
COc1ccc(S(=O)(=O)Nc2cccc(-n3cnnn3)c2)cc1 | -2 | -3 | 1 | 2 | -1.7 | 2 | -2 | 1 | 9 | 0
COc1ccc(C2=CSC3=NCCN23)cc1[N+](=O)[O-] | 0 | 11 | 10 | -3 | -0.9 | 2 | 2 | 3 | 2 | 5
Cc1cc(NC(=O)CSc2nnnn2C2CCCC2)no1 | 1 | 2 | -12 | 3 | -1.5 | -3 | 6 | 0 | 0 | -4
COC(=O)c1cc(NC(=O)c2c(F)c(F)c(F)c(F)c2F)cc(C(=O)OC)c1 | 1 | 0 | 1 | 0 | -0.8 | -16 | 6 | -6 | 7 | -11
N#Cc1ccc(/C=C2\CCn3c2nc2cc(C(=O)O)ccc2c3=O)cc1 | 5 | 1 | 1 | -1 | -0.5 | -5 | 3 | 2 | 4 | 2
CC(C)c1ccc(NC2CCCN(C(=O)CCN3CCCCC3=O)C2)cc1 (centres undefined) | 3 | 3 | -5 | -4 | -2.1 | 1 | 2 | 4 | 4 | -10
COc1cc(C#N)ccc1OC(=O)C1CCN(C(=O)c2ccc(F)cc2)CC1 | -1 | -2 | -20 | -2 | -0.3 | 7 | -3 | 0 | 4 | 0
CC1CCN(C(=O)c2nc[nH]c2C(=O)OCCNC(=O)OC(C)(C)C)CC1 | 0 | 2 | 4 | 2 | -0.3 | 7 | -1 | 3 | -8 | 8
CN1C(C)(C)CC(NC(=O)CCC(=O)NC2CC(C)(C)N(C)C(C)(C)C2)CC1(C)C | 0 | -4 | 3 | 0 | -0.8 | -3 | 3 | -3 | -7 | 1
N#Cc1ccc(OCC(=O)Nc2nc(-c3ccncc3)cs2)cc1 | -4 | -1 | 1 | 6 | -2.3 | 12 | -8 | -1 | 3 | -3
Cc1occc1C(=O)Nc1cc(S(=O)(=O)N2CCOCC2)ccc1OC(C)C | -2 | -3 | -8 | -2 | -0.1 | -2 | 5 | 8 | -2 | 1

A draw from above in order of heavy-atom count, rising:
SMILES | UHRF1 MBD2 ctr | PRMT1 FP inh | TDP2 absorb | LEDGF integ inh | PG9 Ab binder | HTRA1 inh | DDE Tn7 FP inh | TCR CD3 inh | SIAE primary | mABHD4 FP
Cc1cccc(-c2noc(-c3ccno3)n2)c1 | -2 | -1 | -12 | 0 | -1.5 | 15 | 2 | -2 | 9 | 1
Cc1ccc(S(=O)(=O)NCCSC(C)(C)C)cc1 | 0 | -3 | -9 | -3 | -1.1 | -1 | 3 | -1 | 5 | -1
N#Cc1ccc(OCC(=O)Nc2nc(-c3ccncc3)cs2)cc1 | -4 | -1 | 1 | 6 | -2.3 | 12 | -8 | -1 | 3 | -3
Cc1occc1C(=O)Nc1cc(S(=O)(=O)N2CCOCC2)ccc1OC(C)C | -2 | -3 | -8 | -2 | -0.1 | -2 | 5 | 8 | -2 | 1
CN1C(C)(C)CC(NC(=O)CCC(=O)NC2CC(C)(C)N(C)C(C)(C)C2)CC1(C)C | 0 | -4 | 3 | 0 | -0.8 | -3 | 3 | -3 | -7 | 1

New compounds follow.
SMILES | UHRF1 MBD2 ctr | PRMT1 FP inh | TDP2 absorb | LEDGF integ inh | PG9 Ab binder | HTRA1 inh | DDE Tn7 FP inh | TCR CD3 inh | SIAE primary | mABHD4 FP
CC(=O)Nc1nnc(SCC(=O)N2CCN(Cc3ccccc3)CC2)s1 | 0 | 3 | 0 | 0 | -0.6 | 6 | 1 | 1 | 3 | 0
COc1ccccc1C(=O)N1C(CC(=O)Nc2ccc(C)c(C)c2)C(=O)NC2CCCCC21 (centres undefined) | 1 | -2 | 2 | 3 | -0.5 | -1 | 0 | 9 | -2 | -4
Cc1ccnc(NC(=O)CSc2ccc3c(c2)OCCO3)c1 | 1 | 8 | 7 | -1 | -2.1 | -4 | 2 | -1 | -1 | 0
Cc1ccccc1C(=O)Oc1ccc(Cl)cc1C(=S)N1CCOCC1 | 2 | 0 | -1 | 2 | 1.4 | -16 | -3 | 7 | -2 | -5
COc1ccc(C(=O)N2CCOC2CNC(=O)C(=O)NCCc2ccc(OC)c(OC)c2)cc1 (centres undefined) | -4 | 0 | 11 | -2 | 0.7 | 8 | 1 | -5 | 4 | 4
Cc1cnn(CCC(=O)NNC(=S)Nc2ccccc2)c1 | -3 | 2 | -7 | 2 | -3.2 | -2 | 7 | 8 | 0 | -1
COc1ccccc1C(CC(=O)O)c1ccc2c(c1)OCO2 (centres undefined) | -2 | -4 | -1 | 1 | 0.8 | -1 | 3 | 0 | 2 | 7
CN(C)C(=O)c1cc(C(=O)c2ccc(F)cc2Cl)c[nH]1 | -3 | 1 | 12 | -1 | -0.7 | 3 | -2 | -2 | 2 | -7
Fc1ccccc1NC(=S)Nc1ccc(Br)cc1 | 3 | 0 | 8 | -2 | -0.7 | 5 | 2 | -5 | -5 | 3
COc1ccc(NC(=O)C2(C)Cc3c(-c4cccc(NC(C)=O)c4)ccnc3O2)cn1 (centres undefined) | -1 | 11 | 4 | -2 | -1.1 | nt | 0 | -4 | 2 | -3
CSC1=NCCN1C(=O)C(C)Oc1ccccc1 (centres undefined) | -2 | -3 | -3 | -1 | 0.3 | -5 | -3 | 1 | -1 | 1
Cc1ccc(C(=O)N/N=C/c2ccc(-c3ccccc3[N+](=O)[O-])o2)cn1 | -7 | -1 | 6 | 5 | -3.5 | 6 | 5 | 15 | 12 | 9
Cc1c(Cl)cnc(NC(=O)COC(=O)C2CC3CCCC(C2)C3=O)c1Cl (centres undefined) | -2 | 2 | 14 | 1 | 2.1 | 6 | 2 | -7 | 14 | 11
COc1ccc(S(=O)(=O)Nc2cc(Cl)ccc2-n2cncn2)cc1 | -1 | 3 | 4 | 1 | 0.6 | 6 | -3 | 1 | -1 | 1
CNc1ncnc2c1ncn2[C@H]1CN(C2CCCC2)C[C@@H](CO)O1 | 2 | -2 | 5 | -3 | 1.4 | nt | -4 | 1 | 3 | 9
Cc1ccc(NC(=O)c2ncn(CCCNCC(C)c3ccccc3)n2)cc1C (centres undefined) | -1 | 5 | -3 | 1 | -1.9 | 4 | -7 | -2 | 1 | 4
COc1ccc(C(=S)N2CCN(C)CC2)cc1Br | -1 | -2 | -4 | 0 | -0.3 | 3 | 0 | 3 | 5 | -6
CC(C)CC1C2C(=O)N(c3ccccc3)C(=O)C2ON1c1ccccc1 (centres undefined) | -12 | -9 | 9 | 2 | -0.6 | -4 | 3 | 4 | -1 | 3
CC(C)(C)c1ccc(S(=O)(=O)NCC(=O)Nc2sc3c(c2C(N)=O)CCCC3)cc1 | -2 | 0 | -8 | 0 | -0.5 | -3 | -3 | 9 | -7 | 2
COc1ccc(CCNC(=O)CSc2nnnn2-c2ccccc2OC)cc1OC | -3 | -1 | -11 | 1 | 0.1 | -1 | 4 | 5 | 4 | 5
COc1ccc(C(=O)CC(C#N)c2ccc3c(c2)OCO3)cc1OC (centres undefined) | 2 | -1 | -2 | 4 | -1.6 | -9 | -5 | -3 | -7 | -11
CN(C(=O)COC(=O)CNC(=O)C12CC3CC(CC(C3)C1)C2)C1CCS(=O)(=O)C1 (centres undefined) | -3 | -4 | 2 | 2 | -0.4 | 6 | 1 | 5 | 7 | -1
Cc1cc(C)n2nc(C(=O)Nc3nnc(C4CC4)s3)nc2n1 | 0 | 2 | 6 | -1 | -0.3 | 0 | 3 | 0 | 0 | -5
O=c1oc2ccccc2c2c1nnn2CCO | -1 | 0 | 7 | 2 | -1.1 | -1 | -1 | 7 | -1 | -1
Cc1onc(-c2ccccc2Cl)c1C(=O)Nc1nnc(Cc2ccc(Cl)cc2)s1 | -2 | -4 | -3 | -2 | 1.8 | -35 | 2 | 6 | -9 | -24
Cc1ccc(S(=O)(=O)Nc2cccc(S(=O)(=O)N3CCCC3)c2)cc1C | -3 | -5 | -9 | 4 | -2.0 | -3 | -3 | 6 | 2 | 4
COc1ccc(C(C(=O)NC2CCCC2)N(C(=O)c2ccco2)c2cc3c(cc2C(C)=O)OCO3)cc1OC (centres undefined) | 0 | 1 | 9 | -2 | 0.4 | 2 | -1 | -4 | 4 | -1
CC1CCN(C(=O)c2ncn3c2C(=O)NC[C@@H]3C)CC1 | 0 | -1 | -9 | -6 | -0.4 | nt | 7 | 7 | -7 | 6
CCC(=O)Nc1cccc(-c2cnc3ccccc3n2)c1 | -5 | -2 | 3 | 1 | -3.0 | 11 | -13 | -2 | 1 | 0
O=[N+]([O-])c1ccc(NN=Cc2ccc(O)cc2)nc1 | -5 | 0 | -1 | 1 | 0.3 | 3 | 1 | -9 | 9 | 9
O=C(CCNS(=O)(=O)c1cccc2nsnc12)NCCC1=CCCCC1 | 1 | -2 | -10 | 0 | -2.0 | -11 | -4 | 3 | 2 | 2
CCOC(=O)/C(C#N)=C/c1c(N2CCN(Cc3ccc4c(c3)OCO4)CC2)nc2c(C)cccn2c1=O | 0 | -1 | 13 | -5 | -1.2 | nt | 0 | -3 | -2 | 4
O=C([C@H](O)c1ccccc1)N1CCC[C@H]1CO | 3 | 0 | -1 | 0 | -1.6 | 1 | -6 | 1 | 4 | 0
CCN1CCN(C(CNS(=O)(=O)c2ccc(OC)c(C)c2)c2cccnc2)CC1 (centres undefined) | 6 | 2 | 1 | 1 | 2.8 | -1 | 10 | -6 | 2 | -4
CC1CCCCN1C(=O)c1ccc(CS(=O)(=O)Cc2ccccc2)cc1 (centres undefined) | 5 | 5 | -13 | -6 | -0.8 | 2 | 1 | -8 | -7 | -18
